Screens: PubChem BioAssay, several laboratories
Myeloid diff 2: myeloid differentiation induction; calls only at 10 µM; 360,000 tested, 1% active; ER-HoxA9 myeloid progenitors, lysozyme-GFP differentiation, flow cytometry;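 active means normalized GFP-positive differentiation at or above the plate's own cutoff, the solvent-only control mean plus 3 SD; inconclusive means no clear call, values can overlap the other calls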;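 further: cells exposed to compound for four days before flow analysis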
NTR1 agonist: agonists of NTR1, primary screen, imaging, U2OS cells, beta-arrestin-GFP, high content (AID 493036); P30989; 330,000 tested, 0.17% active; activation, % at 20 µM; NTR1-U2OS beta-arrestin-GFP spot imaging, agonist mode;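 active means activation at or above 40% of the spot to cytoplasm intensity ratio, with at least 20 cells analyzed; inconclusive means wells under 20 cells, flagged as cytotoxic or low count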;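 further: 0% = DMSO without peptide and 100% = 100 nM NTR1 peptide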
Target sequence (P30989 whole entry, looked up): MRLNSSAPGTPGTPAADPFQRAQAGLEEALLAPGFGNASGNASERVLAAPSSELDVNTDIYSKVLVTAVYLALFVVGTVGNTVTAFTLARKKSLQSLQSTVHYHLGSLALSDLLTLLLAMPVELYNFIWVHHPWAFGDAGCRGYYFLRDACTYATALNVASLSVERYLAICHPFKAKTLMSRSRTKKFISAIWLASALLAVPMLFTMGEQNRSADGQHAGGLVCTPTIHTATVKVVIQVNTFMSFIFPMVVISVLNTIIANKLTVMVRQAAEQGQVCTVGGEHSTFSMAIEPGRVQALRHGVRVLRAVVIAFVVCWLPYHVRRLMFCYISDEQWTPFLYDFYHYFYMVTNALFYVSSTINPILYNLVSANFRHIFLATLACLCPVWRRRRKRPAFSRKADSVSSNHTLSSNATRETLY
GPR55 beta-arrestin: GPR55 agonists via beta-arrestin recruitment, primary screen, imaging, U2OS cells, beta-arrestin-GFP redistribution (AID 1961); U2OS GPR55 beta-arrestin-GFP redistribution imaging; higher % means a stronger effect; 290,000 tested, 0.048% active; activation, % at 10 µM, or EC50 in µM where a hit was titrated;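 active means activation above 40% with more than 50 cells counted in the well; inconclusive means wells holding fewer than 50 cells, flagged as toxic or sparse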;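 further: U2OS osteosarcoma cells stably expressing GPR55 and beta-arrestin-GFP; plate controls were DMSO negative control for no effect and LPI positive control for full effect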
GPR55 LPI antagonism: inhibition of LPI-stimulated GPR55 beta-arrestin translocation – imaging, U2OS, beta-arrestin-GFP, LPI agonist, primary screen (AID 2013). 290,000 tested, 0.13% active. inhibition, % at 10 µM; hits with a dose series show IC50 in µM. U2OS GPR55 beta-arrestin-GFP translocation imaging, LPI antagonism; higher % means a stronger effect;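 active means spots per cell inhibited over 60%, with over 100 cells counted and total cytoplasm intensity under 500,000; inconclusive means wells with under 100 cells, flagged as likely toxic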;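 further: U2OS cells stably carrying GPR55 and arrestin-GFP stimulated by 5 µM LPI near EC80; imaged beta-arrestin-GFP aggregate spots per cell after agonist stimulation; plate controls were LPI-stimulated DMSO wells for no effect and DMSO wells without LPI for full effect; some results filed as inactive read as strong as hits; confirmed hits need IC50 under 10 µM and bright autofluorescent wells are also inconclusive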
KOR beta-arrestin-1: KOR agonists, beta-arrestin recruitment, primary screen, cell-based, luminescence, uHTS (AID 1777); 280,000 tested, 0.02% active; activation, % at 10 µM; hits with a dose series show EC50 in µM; KOR beta-arrestin recruitment, luminescence; higher % means a stronger effect; in the data active means activation above about 50%, passing the limit was not always enough; further: a part of the inactive calls stands beside numbers as strong as those of hits
NOD1 inhibition: NOD1 signaling inhibitors, primary screen, cell-based, luminescence, uHTS (AID 1578); NOD1-driven NF-kB luciferase reporter cells, luminescence; higher % means a stronger effect; inhibition, % at 4 µM, or EC50 in µM where a hit was titrated; 290,000 tested, 1% active; in the data active means inhibition mostly above about 36%, no sharp cut-off; inactive means mostly below about 34%;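 further: HEK-293T reporter cells stimulated with the NOD1 agonist gamma-tri-DAP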
T cell modulator: T cell immune modulators affecting CD8 T cell-vesicle binding | 2C CD8+ T cell-vesicle binding, flow cytometry; hits give low values | calls only at 7 µM | 330,000 tested, 0.068% active | AID 2052;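 active means response, share of CD8 T cells binding vesicles, and their 90th percentile fluorescence all below set limits, cut at about 80% in these data, passing the limit was not always enough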
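Incubation: binding step 1.5 h, 37 °C, antibody labelling 20 min, ice; system: murine 2C transgenic CD8+ T lymphocytes; technique: cytometric PE anti-B7-1 and Alexa647 anti-CD8 signals after 1% paraformaldehyde fixation; also added: QL9-charged Drosophila Ld/ICAM-1/B7-1 vesicles; control set: naked versus QL9-loaded vesicles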
HEK293 NOD2/NF-kB: NOD2 signaling inhibitors, cell-based, luminescence, uHTS, HEK293 (AID 1566); HEK293 NOD2/NF-kB luciferase reporter, luminescence; higher % means a stronger effect; 290,000 tested, 0.63% active; inhibition, % at 4 µM, or EC50 in µM where a hit was titrated; further: many of its hits are not listed in these tables
KOR beta-arrestin-2: KOR antagonists, beta-arrestin recruitment, cell-based, luminescence, uHTS (AID 1778); KOR beta-arrestin recruitment, luminescence, antagonist mode; higher % means a stronger effect; one-dose inhibition, % at 10 µM; IC50 in µM for titrated hits; 290,000 tested, 0.091% active; further: strong numbers were not always called active
T cell modulator vesicle-bound %: second read-out of T cell modulator, no call of its own (marks repeat the call); double positive events, %; measured here: CD8+ vesicle-bound cell fraction;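 binding gate set so that unloaded-vesicle control wells show 10% double positive cells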
NTR1 agonist cell count 20 µM: also measured in NTR1 agonist; calls as there; cell count; measured here: cell count, cytotoxicity flag
Myeloid diff 2 GFP+ MAC1+ %: further read-out of Myeloid diff 2, marked with its call; GFP+ MAC1+ double positive, %; measured here: differentiation confirmed by MAC1 staining
* = called active by the depositor; i = inactive; ? = inconclusive; / = no result given; + = active, no number; [ ] = dose if it differs, or a comment. Unless noted, no stated cut-off is given here; in the data, active means inhibition above about 50%; inactive means the rest. Some of the compounds tested; the hit share may differ from the screen's.

The line under a structure holds: Myeloid diff 2	Myeloid diff 2 GFP+ MAC1+ %	NTR1 agonist	NTR1 agonist cell count 20 µM	GPR55 beta-arrestin	GPR55 LPI antagonism	KOR beta-arrestin-1	NOD1 inhibition	T cell modulator	T cell modulator vesicle-bound %	HEK293 NOD2/NF-kB	KOR beta-arrestin-2
- CCN1CCN(Cc2cc(=O)oc3cc(C)cc(C)c23)CC1
    i	0.3	0.7	62	-0.1%	4%	-1.6%	-24%	i	51	-14%	-16%
- CSCCC(NC(=O)c1ccco1)C(=O)OC(C)C(=O)NC(=O)NC1CCCCC1 (configuration not stated)
    i	0.6	-0.6	95	0.3%	14%	-3.7%	/	i	10	8%	18%
- CN(C)/C=C(\C#N)C(=O)N/N=C/c1ccccc1
    i	0.6	0.1	79	0.1%	12%	-1.0%	-24%	i	46	4%	2%
- CCOC(=O)CN1N=C(c2ccc(C)cc2)CCC1=O
    i	1.1	-0.4	52	-0.1%	-5%	-3.1%	-8%	i	36	11%	11%
- CCOC(=O)N1CCN(C(=O)c2cc3c(=O)n4cccc(C)c4nc3s2)CC1
    i	0.3	-0.8	64	-0.1%	-6%	5.2%	-6%	i	36	9%	-27%
- COc1ccc(S(=O)(=O)N2CCOC2CNC(=O)C(=O)NCCCn2ccnc2)cc1OC (configuration not stated)
    i	0.6	-2.1	98	0.2%	7%	0.1%	-5%	i	26	16%	-13%
- COc1ccc(OC)c(N(CC(=O)NC2CCCCCC2)S(=O)(=O)c2ccc(C)cc2)c1
    i	0.8	1.3	67	-0.2%	7%	1.0%	-25%	i	32	-16%	-14%
- CN1C(=O)C(O)(CC(=O)c2cccnc2)c2ccccc21 (configuration not stated)
    i	0.2	0.1	86	0.2%	-14%	-3.0%	-29%	i	47	2%	24%
- CC1CCN(c2ccccc2NC(=O)c2ccc(C#N)cc2F)CC1
    i	0.0	4.2	35	-0.1%	4%	3.4%	-8%	i	30	-25%	-47%[20 µM]
- CN(Cc1ccccc1)C(=O)COc1ccccc1Cl
    i	1.0	1.7	81	-0.1%	12%	-1.7%	-6%	i	61	6%	10%
- COc1cc(CNc2ccc(C)c(C)c2)cc(OC)c1OC
    i	0.5	1.7	59	-0.2%	3%	-8.0%	32%	i	42	-23%	-1%
- Cc1cc(C(=O)CCl)c(C)n1-c1ccon1
    i	0.6	/	/	1.4%	19%	1.8%	28%	/	/	28%	-42%
- O=S1(=O)CCC(NCC2CCCO2)C1 (configuration not stated)
    i	0.1	-1.7	83	0.3%	-1%	6.0%	18%	i	27	21%	-7%
- CC(C)CNC(=O)COC(=O)c1ccc(F)cc1Cl
    i	0.5	-1.1	29	-0.2%	2%	-6.4%	-23%	i	7	14%	15%
- Cn1c2ccccc2c2cnn(CC(=O)Nc3ccccc3Br)c(=O)c21
    i	0.7	1.2	53	-0.1%	-6%	0.3%	3%	i	46	-6%	-12%
- O=C1c2ccccc2C(=O)N1CCc1csc(-c2ccccc2)n1
    i	0.5	0.8	73	-0.3%	-13%	0.9%	-14%	i	29	3%	-26%
- CC(=O)NCCc1csc(-c2ccccc2)n1
    i	6.4	0.6	52	0.5%	6%	12%	-4%	i	51	23%	-14%
- COc1ccccc1C(=O)N1CCN(Cc2c[nH]c3ccccc23)CC1
    i	0.2	-0.8	93	-0.1%	9%	-2.4%	-9%	i	17	-8%	26%
- CC(C)c1ccccc1OCC(O)CN1CCN(S(=O)(=O)c2ccc([N+](=O)[O-])cc2)CC1 (configuration not stated)
    i	0.4	1.3	53	-0.2%	-1%	-0.8%	-7%	i	13	-38%	-4%
- COc1ccc(N(C(=O)COc2ccc(C)cc2)S(=O)(=O)c2ccc(C)cc2)cc1
    i	0.3	0.4	35	-0.1%	14%	2.4%	1%	i	46	12%	18%
- COc1ccc([N+](=O)[O-])cc1N(CC(O)CN1CCOCC1)S(=O)(=O)c1ccccc1 (configuration not stated)
    i	0.5	-0.9	46	0.3%	-13%	2.0%	-21%	i	24	2%	-8%
- COc1ccc(-c2cc(C(F)(F)F)nc(SCC(=O)Nc3ccc4c(c3)OCO4)n2)cc1
    i	0.4	-1.0	56	-0.2%	8%	5.4%	-17%	i	39	-14%	13%
- CCC(C)[C@H](NC(=O)N1CCCCCC1)C(=O)O (some centres not stated)
    i	0.6	0.8	54	-0.3%	-8%	-0.3%	1%	i	49	10%	9%
- C/C(=N\NC(=O)CSCc1ccc([N+](=O)[O-])cc1)c1ccccc1
    i	0.5	-0.2	42	-0.2%	2%	2.1%	2%	i	53	5%	-4%
- CC(C)(C)C1CCc2c(C(=O)NNC(=O)/C=C/C(=O)O)csc2C1 (configuration not stated)
    i	0.6	0.2	48	-0.1%	0%	-1.0%	-16%	i	38	10%	-17%
- COc1ccc(Cn2c(=S)[nH]c3cc(OC)c(OC)cc3c2=O)cc1
    ?	/	0.1	74	-0.3%	9%	-3.5%	-20%	i	44	-23%	4%
- O=C(Nc1ccccc1N1CCCC1)c1cccc(Cl)c1Cl
    i	0.3	0.0	91	-0.1%	-5%	/	-24%	i	53	5%	-17%[20 µM]
- Cc1c(NC(=O)c2ccc(C(=O)Nc3c(C)n(C)n(-c4ccccc4)c3=O)cc2)c(=O)n(-c2ccccc2)n1C
    i	0.6	-0.2	68	-0.3%	-2%	0.5%	4%	i	39	5%	-27%[20 µM]
- Cc1ccnn1CC(=O)N/N=C/c1ccc2c(c1)OCO2
    i	1.1	1.0	53	0.9%	-5%	1.8%	-13%	i	9	-14%	-37%
- CCCN1CCC2(CC1)C(C#N)=C(N)Oc1c2sc2nc(C)cc(C)c12
    i	1.3	1.1	57	-0.1%	27%	3.1%	-43%	i	47	0%	-5%
- COc1ccc(NC(=O)COc2nsnc2N2CCOCC2)cc1
    i	0.3	-0.2	67	-0.1%	-11%	-3.8%	-10%	i	60	-6%	-15%[20 µM]
- C[C@@H]1NC(=O)[C@H](CCCN=C(N)N)NC(=O)c2cc([N+](=O)[O-])cc(I)c2OCC[C@@H](C(=O)NC(CC(=O)O)C(N)=O)NC1=O (some centres not stated)
    /	/	1.2	44	0.1%	-2%	-2.5%	-31%	/	/	4%	-10%
- O=C(N/N=C/c1ccccc1O)C(=O)Nc1ccccn1
    i	0.3	1.3	50	0.9%	9%	-2.1%	-2%	i	21	-17%	19%
- CCOC(=O)C1CCN(C(=S)Nc2ccc(S(N)(=O)=O)cc2)CC1
    i	0.6	0.9	40	0.4%	11%	7.0%	37%	i	43	25%	-33%
- CCOC(=O)c1ccc(-c2ccc3[nH]c4ccccc4c(=O)c3c2)cc1F
    i	0.8	5.5	50	0.4%	-9%	-5.3%	-41%	i	30	9%	-29%[20 µM]
- COc1cccc(NC(=O)N(Cc2ccco2)C(C)c2cccs2)c1 (configuration not stated)
    i	2.4	0.6	50	-0.1%	6%	9.5%	10%	i	53	16%	31%
- O=C(CCCOc1ccc(Cl)cc1Cl)N/N=C/c1cccc([N+](=O)[O-])c1
    i	0.3	7.8	93	-0.2%	-2%	3.3%	22%	i	65	-18%	8%
- COc1ccccc1N(CC(=O)NCc1ccccc1C)S(=O)(=O)c1ccc(C)cc1
    i	1.1	2.2	45	0.5%	8%	2.0%	6%	i	18	22%	0%
- COc1cccc(OCc2cc(C(=O)N3CCN(C)C(c4ccccc4)C3)no2)c1 (configuration not stated)
    i	0.5	0.2	60	0.2%	21%	-1.6%	-14%	i	17	8%	-50%
- CC1CCN(c2nc(-c3ccccc3O)nc3ccccc23)CC1
    i	1.7	11	87	-0.1%	14%	-0.7%	48%	i	30	-9%	13%
- CCOc1cc(/C=C/C(=O)c2ccc3c(c2)OCCO3)ccc1OCC(=O)N(C)C
    +	0.8*	0.8	61	0.2%	1%	-2.8%	27%	i	9	-2%	12%
- O=C(NCC1CCCO1)c1cc2cc(Cl)ccc2[nH]1 (configuration not stated)
    i	0.5	-0.6	66	-0.1%	-4%	3.3%	-26%	i	69	-10%	-3%
- CCn1c(COc2ccc(OC)cc2)nnc1SCc1nc2ccccc2c(=O)[nH]1
    /	/	0.2	50	-0.4%	6%	3.3%	-45%	i	39	3%	5%
- Cc1ccc(NC(=O)c2ccc(S(=O)(=O)NCc3ccco3)cc2)cc1
    i	0.4	-2.2	62	-0.3%	-2%	3.6%	-17%	i	44	-1%	-22%
- O=C(O)c1ccc(NS(=O)(=O)c2ccc(NC(=O)c3ccccc3Cl)cc2)cc1
    i	0.6	0.5	68	-0.1%	16%	-1.1%	-32%	i	43	13%	-7%
- Cc1ccccc1NC(=S)NC1(C)CCS(=O)(=O)C1 (configuration not stated)
    i	0.2	0.2	39	1.6%	-1%	-1.5%	-17%	i	41	6%	4%
- Cc1cc(CN2C(=O)c3ccccc3C2=O)no1
    i	1.4	-0.2	58	-0.3%	6%	0.3%	-24%	i	50	2%	1%

Given as a markdown table: part of the list above
| compound | Myeloid diff 2 | Myeloid diff 2 GFP+ MAC1+ % | NTR1 agonist | NTR1 agonist cell count 20 µM | GPR55 beta-arrestin | GPR55 LPI antagonism | KOR beta-arrestin-1 | NOD1 inhibition | T cell modulator | T cell modulator vesicle-bound % | HEK293 NOD2/NF-kB | KOR beta-arrestin-2 |
| --- | --- | --- | --- | --- | --- | --- | --- | --- | --- | --- | --- | --- |
| CCn1c(COc2ccc(OC)cc2)nnc1SCc1nc2ccccc2c(=O)[nH]1 | / | / | 0.2 | 50 | -0.4% | 6% | 3.3% | -45% | i | 39 | 3% | 5% |
| Cc1ccc(NC(=O)c2ccc(S(=O)(=O)NCc3ccco3)cc2)cc1 | i | 0.4 | -2.2 | 62 | -0.3% | -2% | 3.6% | -17% | i | 44 | -1% | -22% |
| O=C(O)c1ccc(NS(=O)(=O)c2ccc(NC(=O)c3ccccc3Cl)cc2)cc1 | i | 0.6 | 0.5 | 68 | -0.1% | 16% | -1.1% | -32% | i | 43 | 13% | -7% |
| Cc1ccccc1NC(=S)NC1(C)CCS(=O)(=O)C1 (configuration not stated) | i | 0.2 | 0.2 | 39 | 1.6% | -1% | -1.5% | -17% | i | 41 | 6% | 4% |
